Compound activity as filed in PubChem BioAssay.
TEAD-YAP block: TEAD-YAP interaction inhibition, primary screen, TEAD-YAP interaction inhibitor project, luminescence, HEK-TIYL cells; 640,000 tested, 1.4% active; TEAD-Gal4/YAP UAS-luciferase luminescence; inhibition, % at 9.12 µM; AID 1259422, 2018; in the data active = inhibition above about 32%;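 note: 0% = median of test compound wells and 100% = reference inhibitor wells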
MITF primary: MITF inhibitors, primary screen, biochemical, AlphaScreen, human. 650,000 tested, 0.91% active. Microphthalmia-associated transcription factor (Homo sapiens), O75030. AlphaScreen MITF homodimerization, bead proximity signal. inhibition, % at 2.6 µM; in the data active = inhibition above about 50%;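 note: 0% = vehicle wells with protein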
FBW7 act: FBW7 E3 ligase activators, primary screen, biochemical, AlphaScreen, human. F-box/WD repeat-containing protein 7 (Homo sapiens), Q969H0. AlphaScreen FBW7–phospho-cyclin E peptide binding, activator screen. normalized activity (activation), % at 26.1 µM. 650,000 tested, 0.13% active; in the data active = normalized activity above about 1.9%;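 note: purified mutant Fbw7 with reduced substrate affinity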
Target sequence (Q969H0 whole entry, looked up): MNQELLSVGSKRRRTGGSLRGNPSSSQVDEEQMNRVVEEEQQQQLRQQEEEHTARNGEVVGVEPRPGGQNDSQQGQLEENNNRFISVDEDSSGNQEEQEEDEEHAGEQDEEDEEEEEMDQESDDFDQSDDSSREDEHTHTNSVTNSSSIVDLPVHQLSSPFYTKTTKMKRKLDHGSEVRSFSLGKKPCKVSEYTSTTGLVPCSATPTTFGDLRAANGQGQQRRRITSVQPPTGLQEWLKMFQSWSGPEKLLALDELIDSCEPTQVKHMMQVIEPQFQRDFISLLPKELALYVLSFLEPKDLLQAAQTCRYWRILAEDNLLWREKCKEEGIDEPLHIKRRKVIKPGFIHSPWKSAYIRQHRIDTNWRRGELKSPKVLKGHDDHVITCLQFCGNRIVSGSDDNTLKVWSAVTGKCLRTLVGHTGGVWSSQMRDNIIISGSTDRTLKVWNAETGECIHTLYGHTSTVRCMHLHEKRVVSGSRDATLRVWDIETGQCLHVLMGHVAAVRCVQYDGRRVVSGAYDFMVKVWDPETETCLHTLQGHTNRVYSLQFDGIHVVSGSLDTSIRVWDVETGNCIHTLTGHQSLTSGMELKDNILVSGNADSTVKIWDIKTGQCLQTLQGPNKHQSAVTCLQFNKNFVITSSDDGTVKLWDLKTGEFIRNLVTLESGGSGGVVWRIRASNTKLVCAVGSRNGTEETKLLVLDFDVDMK
GPR151 ag: activators of human GPR151, primary screen, cell-based, PathHunter beta-arrestin, luminescence. PathHunter beta-arrestin GPR151 cells. 650,000 tested, 1% active. AID 1508602, 2020. activation, % at 11.2 µM; in the data active = activation above about 4.9%;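 note: 0% = median of compound wells and 100% = cells with positive control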
* hit, by the source's call; nt = no result given. An unsorted share of the library; overall some 3.4% were active at least once.

Order of values: GPR151 ag	TEAD-YAP block	MITF primary	FBW7 act
- O=C(Cc1ccc(F)cc1)Nc1cccc2ccccc12
→ 1.2	-8	3	-0.1
- CSc1ccc(-c2cc(C(=O)O)c3ccccc3n2)cc1
→ -2.4	-11	0	0.0
- CCNC(=S)NCCNc1nc2ccc(C)cc2cc1C#N
→ 0.3	-14	-8	-0.1
- CC1=C(C(=O)Nc2cc(C)ccn2)C(c2ccccc2)C2=C(CC(C)(C)CC2=O)N1 (stereo not given)
→ -0.8	7	-2	0.2
- Cc1cccc(NC(=S)N(CCN2CCOCC2)Cc2ccccc2F)c1
→ -1.1	-1	10	0.1
- COC(=O)c1ccc(CSc2nnc(N)s2)cc1
→ -1.2	-12	-6	-0.3
- Cc1cc2cc(CNC(=O)c3cccc(Cl)c3)ccc2n1C
→ -0.2	-1	12	0.0
- CNC(=O)CN1CCN(Cc2nc(-c3ccccc3)cs2)CC1
→ -1.2	-30	37	-0.4
- Cc1ncc(-c2ccncn2)c(-c2ccc(C(F)(F)F)nc2)n1
→ 1.1	6	-2	-0.1
- COc1cc(Cc2ccc(NC(=O)Nc3ccc(Cl)c(Cl)c3)c(OC)c2)ccc1NC(=O)Nc1ccc(Cl)c(Cl)c1
→ -1.3	2	16	0.3
- CCN(C1CCCCC1)S(=O)(=O)c1ccc(C(=O)O)cc1
→ -0.4	16	-11	-0.4
- COc1ccc(C2Nc3ccccc3C(=O)N2c2ccc(Cl)cc2)cc1OC (stereo not given)
→ -2.6	-48	1	-0.2
- C=C(C)Cn1c(SC/C=C/C)nc2c1c(=O)n(C)c(=O)n2C
→ -0.1	-9	11	-0.1
- COc1cccc2cc(C(N)=O)c(=Nc3cccc(C(N)=O)c3)oc12
→ -1.0	-33	-16	0.0
- O=C(Nc1nc(-c2cccc([N+](=O)[O-])c2)cs1)c1ccc(Cc2ccccc2)cc1
→ -0.6	-5	3	0.6
- COc1ccc(S(=O)(=O)Nc2ccc(-c3cn4c(C)csc4n3)cc2)cc1
→ 1.4	-2	-3	0.1
- CC(C)(C)NC(=O)C(=O)Nc1cccc2ccccc12
→ 0.0	-35	11	0.1
- CC(C)CCN1CCN(Cc2c(O)ccc3ccccc23)CC1CCO (stereo not given)
→ -1.5	-5	0	0.7
- COCCCN1C(=O)C(=O)/C(=C(\O)c2ccccc2)C1c1ccc(N(C)C)cc1 (stereo not given)
→ 1.2	-4	12	-0.1
- COc1ccc(CN2CCNC(=O)C2CC(=O)N(C)Cc2ccn[nH]2)c(OC)c1 (stereo not given)
→ 3.8	-3	-2	-0.1
- c1cc(-c2cnc3c(NCC4CC4)nccn23)ccn1
→ -1.2	11	10	-0.2
- COc1ccc(NC(=O)CSc2ncnc3c2cnn3-c2ccccc2)cc1OC
→ -0.7	-2	-4	0.1
- Cc1ccc(Oc2cc(Cl)nc(N)n2)cc1
→ 0.1	-5	12	0.2
- COC(=O)CN(C)C1CCC(=O)N(CCC(C)C)CC1 (stereo not given)
→ -0.4	7	8	0.0
- Clc1cccc2cnc(Nc3ccc(-n4cnc(N5CCOCC5)n4)cc3)nc12
→ 0.3	7	43	0.8
- CC(C)n1c(=O)[nH]c2c(C(N)=O)nc(-c3ccc(Cl)cc3)nc21
→ -0.3	11	7	0.0
- O=C(CN1CCCCC1)N/N=C/c1ccc(OC(=O)c2ccccc2)cc1
→ -0.2	13	2	0.7
- CC(C)Nc1nc(-c2ccc(Cl)cc2)nc2ccccc12
→ -0.1	0	6	1.0
- Cc1ccc(C2N(Cc3ccccc3)CCN2Cc2ccccc2)cc1
→ 0.7	1	-2	-0.2
- C=CC[N@@+]12CC[C@]34c5ccccc5N5/C=C6\C7N(/C=C(\C53)[C@@H](C[C@@H]41)/C(=C/CO)C2)c1ccccc1[C@@]71CC[N@@+]2(CC=C)C/C(=C\CO)[C@@H]6C[C@@H]12 (stereo not given in full)
→ -1.2	nt	-26	-0.1
- O=C(c1ccccc1)N(CCCO)Cc1cc2cc3c(cc2[nH]c1=O)OCO3
→ -0.8	3	6	0.1
- CC1(C)CC2CC(C)(CN2P2(=O)C=C(c3ccccc3)OC(c3ccccc3)=C2)C1 (stereo not given)
→ -0.2	8	2	-0.1
- CCOC(=O)c1c(NC(=O)CSc2nnc(CNC(=O)Cc3ccccc3)n2-c2cccc(C(F)(F)F)c2)sc2c1CCC2
→ -1.3	-6	0	-0.1
- COc1ccc(S(=O)(=O)NC(N)=NCCc2ccccc2)cc1F
→ -1.3	-4	20	0.1
- CN(C1CCCCC1)S(=O)(=O)c1cc(C(=O)Nc2ccc(Cl)c(Cl)c2)ccc1F
→ 0.1	-6	-6	0.2
- Cc1ccc(NC2=NCC(=O)N2c2ccc3c(c2)OCCO3)c(C)c1
→ -0.4	-1	-14	-0.1
- Cc1ccsc1CCNC(=O)CCc1nnc2ccc(N3CCOCC3)nn12
→ 0.7	5	12	0.7
- COc1cccc(C2CC(=O)C=C(NCc3ccccc3OC)C2)c1 (stereo not given)
→ 0.4	52*	12	0.8
- Clc1ccc(-c2cn3nc(-c4ccccc4)sc3n2)cc1
→ 2.6	-12	18	1.5
- CCOC(=O)Cn1nnnc1CN(Cc1cc2cc(C)ccc2[nH]c1=O)C1CCCCC1
→ -0.4	-3	-17	0.0
- CCC(Br)C(=O)Nc1ccc(C)c(Cl)c1 (stereo not given)
→ -1.0	6	5	0.0
- CC(C)(C)C#CCN1CCOCC1
→ 1.9	6	12	0.1
- Cc1ccc(-n2c(=S)sc3c(=O)n(-c4ccccc4C)c(=S)[nH]c32)c(C)c1
→ 1.8	-13	-7	-0.2
- COC(=O)C1(C(=O)OC)C(c2ccc(Cl)cc2)C1(C#N)C#N (stereo not given)
→ -1.2	-22	16	0.0
- CC(C)N(C)Cc1nnnn1CC(=O)N1CCCN(Cc2cccc(F)c2)CC1
→ -0.7	0	-11	0.1
- NS(=O)(=O)c1cccc2cccnc12
→ -1.4	2	8	0.2
- CC(C)=CCc1c(N2CCCCCC2)[nH]c(=O)n(C)c1=O
→ 0.4	-8	-1	0.1
- Cc1ccc(C)c(NC(=O)CSCc2ccco2)c1
→ -0.3	-9	-4	-0.1
- Nc1nc(-c2sc3nc4c(cc3c2N)CCC4)nc(N2CCOCC2)n1
→ 0.7	-21	5	0.1
- Cc1ccc(CSc2nnc3c(n2)OC(C)(C)Nc2ccccc2-3)cc1
→ 0.4	-2	-3	-0.1
- CCN(CC(=O)Nc1ccc(C(N)=O)cc1)S(=O)(=O)c1ccc(F)cc1
→ -0.6	6	25	0.2
- O=C(CCC1(Cc2ccco2)CCC(=O)N1)NC1Cc2ccccc2C1 (stereo not given)
→ 1.0	-4	7	0.0
- CC1=C(C(=O)NCc2ccc(F)cc2)C2(CCCCC2)OC1=O
→ 1.1	11	2	0.1
- CCOc1c(Br)cc(C2C(C(=O)OC)=CN(Cc3ccc(OC)cc3)C=C2C(=O)OC)cc1OC
→ -0.3	-7	-8	0.0
- CCCOc1cc(C)c(S(=O)(=O)N2CCCCC2)cc1C
→ -1.2	6	7	0.6
- CCOC(=O)c1c(C)oc(/N=C/c2ccccc2O)c1C#N
→ -0.9	12	8	0.4
- COc1ccc(-c2nnc(Nc3ccc4c(c3)ncn4-c3ccccc3C)c3ccccc23)cc1
→ 0.2	-23	15	0.3
- CCOC(=O)CS(=O)(=O)c1ccc(C(=O)N2CCN(C3CCCCC3)CC2)cc1[N+](=O)[O-]
→ -1.1	-24	14	-0.1
- COc1ccccc1C(=O)N/C(=C/c1ccco1)C(=O)Nc1ccc(C(=O)O)cc1
→ -1.4	5	36	-0.4
- COc1ccc(-c2nc(NCc3ccccc3)c3[nH]cnc3n2)cc1
→ 4.9	-1	2	-0.1

Another view of part of the listing above.
Structure	GPR151 ag	TEAD-YAP block	MITF primary	FBW7 act
CCOc1c(Br)cc(C2C(C(=O)OC)=CN(Cc3ccc(OC)cc3)C=C2C(=O)OC)cc1OC	-0.3	-7	-8	0.0
CCCOc1cc(C)c(S(=O)(=O)N2CCCCC2)cc1C	-1.2	6	7	0.6
CCOC(=O)c1c(C)oc(/N=C/c2ccccc2O)c1C#N	-0.9	12	8	0.4
COc1ccc(-c2nnc(Nc3ccc4c(c3)ncn4-c3ccccc3C)c3ccccc23)cc1	0.2	-23	15	0.3
CCOC(=O)CS(=O)(=O)c1ccc(C(=O)N2CCN(C3CCCCC3)CC2)cc1[N+](=O)[O-]	-1.1	-24	14	-0.1

(continued)
Order of values: GPR151 ag	TEAD-YAP block	MITF primary	FBW7 act
- O=c1[nH]c(-c2cccc(OCc3ccccc3F)c2)nc2sc3c(c12)CCCC3
→ 0.4	12	14	0.1
- O=c1c(NCc2ccc(F)cc2)c(-c2ccc(Cl)cc2)c1=O
→ 0.0	-8	-6	0.1
- Cc1ccsc1CN1CCC(C(=O)N2CCCCC2)CC1
→ 1.0	-1	37	-0.1
- CCC(Sc1nnc2c3cc(Br)ccc3n(C)c2n1)C(=O)Nc1ccc(OC(F)(F)F)cc1 (stereo not given)
→ 0.3	3	1	0.0
- O=C(Nc1ccc2c(c1)CN(C(=O)C1Cc3ccccc3O1)CC2)c1ccncc1 (stereo not given)
→ 0.9	0	2	0.1
- Nn1c(COc2ccc(Cl)c(Cl)c2)n[nH]c1=S
→ 0.3	2	12	0.9
- Cc1ccc(-c2ccc(C)cc2N)c(N)c1
→ -0.8	-68	30	-0.2
- Cc1ccc(-c2nnc(Nc3ccc(Cl)c(Cl)c3)c3ccccc23)cc1S(N)(=O)=O
→ -1.7	-2	8	0.1
- CCCS(=O)(=O)N1CCC(C(=O)NCc2ccc(C)cc2)CC1
→ 0.2	7	-4	0.1
- CN1C2=C(C(=O)CCC2)C(c2ccccc2)C2=C1CCCC2=O
→ -0.1	9	2	0.2
- COCCNc1ccc2ncc(-c3cccc(Cl)c3)n2n1
→ -0.2	3	39	0.3
- CC(C)(C)CC(=O)Nc1nnc(SCC(=O)NC(C)(C)C)s1
→ 0.1	-16	-7	-0.3
- Cc1cc(=O)n(C)c(=O)n1CCCCOc1cccc([N+](=O)[O-])c1
→ -0.6	-8	21	0.4
- O=C1C2CC=CCC2C(=O)N1c1ccc(OCc2ccccc2)cc1 (stereo not given)
→ 1.3	-35	9	0.6
- N#Cc1ccc(Oc2nnnn2-c2ccccc2)cc1
→ 1.0	8	5	-0.1
- C#CCOc1ccc(CNC(C)(C)CO)cc1OCC
→ 0.6	-1	1	0.2
- CCCC(NC(=O)C(C)Cl)c1ccccc1 (stereo not given)
→ -0.3	3	-5	0.0
- Cc1c(/C=C/c2nc3ccccc3s2)cc(C#N)n1C
→ -2.9	73*	19	0.3
- O=S(=O)(c1ccc(/C=C/c2ccccc2)cc1)N1CCOCC1
→ -1.1	-8	-21	0.1
- O=[N+]([O-])c1c(Nc2cccc(F)c2)ccc2nonc12
→ 0.8	-1	8	0.0

The list goes on, starting with the last 2 of the part before.
Order of values: GPR151 ag	TEAD-YAP block	MITF primary	FBW7 act
- O=S(=O)(c1ccc(/C=C/c2ccccc2)cc1)N1CCOCC1
→ -1.1	-8	-21	0.1
- O=[N+]([O-])c1c(Nc2cccc(F)c2)ccc2nonc12
→ 0.8	-1	8	0.0
- Cc1cc2ncn(S(=O)(=O)c3ccc(F)cc3)c2cc1C
→ 0.9	6	5	0.0
- O=C(NC1CCC(NC(=O)c2ccc(F)cc2)CC1)c1ccc(F)cc1 (stereo not given)
→ -0.5	12	13	0.1
- Cc1cc(C)cc(OCCOCCNC(C)C)c1
→ 2.9	6	19	-0.1
- COCCCn1c(-c2ccc(OC)cc2)nc2c1c(=O)[nH]c(=O)n2Cc1ccccc1
→ -0.2	-9	-1	-0.1
- CC(=O)Nc1ccc(SCC(=O)Nc2sccc2C#N)cc1
→ 1.3	-22	-12	0.1
- CN(C)c1ncc(-c2nc3cnccn3c2NC(C)(C)C)cn1
→ 1.6	-15	-7	-0.2
- CC1CCCC(NC(=O)C2N(CCCN3CCN(Cc4ccccc4)CC3)C(=O)C3C(C(=O)Nc4ccc(Cl)cc4)C4C=CC32O4)C1C (stereo not given)
→ -0.4	-3	-7	0.0
- CCNC(=O)NCC12CC3CC(CC(C3)C1)C2
→ -0.7	-18	5	0.0
- COc1ccc2nc(C)cc(Nc3cccc(Cl)c3)c2c1
→ -0.1	30	16	0.1
- CCOC(=O)C(C)Sc1nnc(CSc2ncccn2)n1-c1ccc(OC)cc1 (stereo not given)
→ -0.8	1	12	0.2
- CC#CCCC(=O)Nc1cccc(Br)c1
→ -0.6	7	5	0.6
- CCOC(=O)c1sc(NC(=O)CSc2nnc(CNC(=O)c3cccc(C)c3)n2-c2ccc(F)cc2)c(C(=O)OCC)c1C
→ 2.4	-4	-8	-0.1
